hIAP act: human IAP activators, primary screen, biochemical, luminescence, uHTS | purified human IAP, CDP-Star luminescence, 30 min; hits give high values; 1 = vehicle-only enzyme, 0 = enzyme-free background | activation factor at 10 µM | AID 2524, 2010 | Intestinal-type alkaline phosphatase (Homo sapiens), P09923 | hit rate 0.16% among 330,000;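 active = activation factor of the enzyme at least 2-fold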; also: the source names both 10 and 20 µM as test concentration; values of inactives mirror those of a sister screen read the other way
Target sequence (P09923 whole entry, looked up): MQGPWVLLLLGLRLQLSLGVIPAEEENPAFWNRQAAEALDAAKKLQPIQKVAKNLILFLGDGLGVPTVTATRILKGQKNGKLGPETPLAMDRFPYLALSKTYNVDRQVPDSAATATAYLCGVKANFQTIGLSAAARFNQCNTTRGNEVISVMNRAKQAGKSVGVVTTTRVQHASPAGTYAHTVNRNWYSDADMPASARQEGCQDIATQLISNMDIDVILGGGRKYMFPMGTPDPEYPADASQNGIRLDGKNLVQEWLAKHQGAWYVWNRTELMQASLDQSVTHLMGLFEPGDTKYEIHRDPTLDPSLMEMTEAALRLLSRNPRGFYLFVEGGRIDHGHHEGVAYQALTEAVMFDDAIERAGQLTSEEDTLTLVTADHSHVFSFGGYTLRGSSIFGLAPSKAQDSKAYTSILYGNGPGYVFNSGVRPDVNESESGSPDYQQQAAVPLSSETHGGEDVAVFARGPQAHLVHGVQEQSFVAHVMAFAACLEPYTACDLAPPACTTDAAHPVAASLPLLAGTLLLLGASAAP
PfG6PD inh: PfG6PD enzyme inhibitors, primary screen, biochemical, fluorescence intensity, uHTS. glucose-6-phosphate dehydrogenase-6-phosphogluconolactonase (Plasmodium falciparum 3D7). PfGluPho enzyme, NADPH resazurin-diaphorase fluorescence. inhibition, % at 20 µM. hit rate 0.78% among 350,000. AID 504690, 2011;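 active = inhibition reaching at least a set limit at 20 µM in the primary screen, cut at about 59% in these data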;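 also: 0% = DMSO wells with substrate and 100% = DMSO wells lacking glucose-6-phosphate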
ATG4B inh: ATG4B protease inhibitors, primary screen, biochemical, fluorescence, uHTS | Cysteine protease ATG4B (Homo sapiens), Q9Y4P1 | inhibition, % at 8.33 µM | AID 504462, 2011 | ATG4B cleavage of LC3-PLA2, NBD-HPC fluorescence, 1 h | hit rate 0.51% among 340,000; in the data active = inhibition above about 40%
MPTP block: mitochondrial permeability transition pore inhibitors, primary screen, biochemical, isolated mouse mitochondria, absorbance. hit rate 1.4% among 360,000. Ca2+ swelling absorbance, 30 min. inhibition, % at 10 µM;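 active = inhibition of 50% or more, scaled per plate between neutral and stimulator controls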;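 also: 0% = DMSO wells given calcium and 100% = 1 mM EGTA wells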
SENP8 inh: human SENP8 protease inhibitors, primary screen, biochemical, fluorescence, Nedd8 protein substrate, uHTS; Sentrin-specific protease 8 (Homo sapiens), Q96LD8; recombinant SENP8; inhibition, % at 20 µM; hit rate 0.64% among 360,000; AID 602440, 2012; in the data active = inhibition mostly above about 40%, no sharp cut-off; inactive = mostly below about 27%
SENP1 inh: human SENP1 catalytic domain inhibitors, primary screen, biochemical, FRET, uHTS | Sentrin-specific protease 1 (Homo sapiens), Q9P0U3 | recombinant SENP1 catalytic domain, CyPet-SUMO1-YPet FRET cleavage | inhibition, % at 10 µM | hit rate 0.21% among 360,000;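 active = inhibition at least 30% at 10 µM, raw YFP signal under a set limit, fluorescence ratio 0.5 to 1.5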;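 also: 0% = enzyme with DMSO and 100% = no enzyme wells; some results filed as inactive read as strong as hits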
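system = hSENP1 catalytic domain, recombinant | reagent = SFCypet-SUMO1-SFYpet substrate at 25 nM | doses = one dose per compound, 10 µM, 0.5% DMSO | incubation = enzyme reaction for 50 min at room temperature, dark | measured by = FRET, CFP and YFP emission | controls = no-enzyme low, enzyme-DMSO high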
NR3A LBD binder: binders of NR3A ligand-binding domain, primary screen, biophysical, differential scanning fluorimetry, uHTS. NR3A LBD differential scanning fluorimetry, Tm shift; 0% = protein alone, 100% = glycine-bound protein. Glutamate receptor ionotropic, NMDA 3A (GRIN3A) ligand-binding domain. hit rate 2.5% among 340,000. Tm shift relative to glycine control, % at 25 µM;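 active = melting temperature shift of at least 10% of the positive control shift, at one fixed dose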
SENP6 inh: SENP6 protease inhibitors, primary screen, biochemical, luminescence, uHTS | Recombinant SENP6 catalytic domain, aminoluciferin luminescence | inhibition, % at 10 µM | Sentrin-specific protease 6 (Homo sapiens), Q9GZR1 | AID 2599, 2010 | hit rate 1.8% among 330,000;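 active = inhibition above about 50% at the single tested dose, limit read from the data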;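 also: plate controls were DMSO wells with enzyme for no effect and DMSO wells lacking enzyme for full effect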
Target sequence (Q9GZR1 628-1112 limits assumed): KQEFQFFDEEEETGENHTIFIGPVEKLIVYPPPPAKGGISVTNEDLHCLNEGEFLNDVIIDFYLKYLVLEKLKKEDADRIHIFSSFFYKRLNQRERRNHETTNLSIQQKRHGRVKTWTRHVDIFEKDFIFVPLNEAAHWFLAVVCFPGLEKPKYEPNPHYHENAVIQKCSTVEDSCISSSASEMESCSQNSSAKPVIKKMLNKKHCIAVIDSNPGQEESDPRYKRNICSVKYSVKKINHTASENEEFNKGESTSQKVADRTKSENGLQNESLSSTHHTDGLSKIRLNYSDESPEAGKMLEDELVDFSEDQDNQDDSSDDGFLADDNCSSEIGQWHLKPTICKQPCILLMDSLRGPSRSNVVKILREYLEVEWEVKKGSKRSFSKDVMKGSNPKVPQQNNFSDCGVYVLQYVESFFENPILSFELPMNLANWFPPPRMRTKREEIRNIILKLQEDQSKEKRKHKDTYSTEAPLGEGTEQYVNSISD
Numbers without * were called inactive; · = no result given. Compounds as they come; any-hit rate near 6.7%.

Results follow in this order: hIAP act	PfG6PD inh	ATG4B inh	MPTP block	SENP8 inh	SENP1 inh	NR3A LBD binder	SENP6 inh
CCOC(=O)c1c(S(=O)(=O)N2CCCC(C(=O)Nc3ccc(C)cn3)C2)c(C)n(C)c1C (stereo not drawn)
    1.1	-12	6	-1.3	5	-2	0	-12
C#CC[N+](C)(C)CC#Cc1ccc(Cl)cc1
    0.95	9	-2	0.3	-4	1	-5	-11
Cc1ccc(NC(=S)N(N)CCO)cc1
    0.93	0	0	-2.6	15	4	0	-22
COc1ccc(C2NC(=O)C(C)S2)cc1 (stereo not drawn)
    1	-24	4	1.7	14	-1	1	7
Cc1cccc(NS(=O)(=O)c2ccc(C)c(C(=O)OCC(=O)Nc3cc(C)on3)c2)c1
    0.93	2	-18	1.2	9	0	-3	-17
CCCCNc1nc(-c2ccccc2)cc(C(F)(F)F)c1C(N)=O
    0.73	15	-2	-0.1	-266	-7	-3	-14
CC1CC(C)CN(CC(O)COc2ccc3c(c2)CCC3)C1 (stereo not drawn)
    0.93	5	-2	0.6	13	1	-3	-13
COc1c(C)cc(C(=O)C2CCCN(C(=O)c3cc4nc(C)cc(C)n4n3)C2)cc1C (stereo not drawn)
    1.1	-6	6	-1.7	-179	3	-3	5
COc1cc(/C=C2/SC(=S)N(CC(=O)O)C2=O)ccc1OC(=O)c1ccco1
    0.71	-9	6	6.3	29	32*	-3	-15
Cc1ccc(C(=O)Nc2ccccc2Oc2ccccc2)o1
    0.98	0	8	0.2	-11	1	-2	13
CC1=CC2=C(OC1N(C)C)c1cccc3cccc(c13)C2=O (stereo not drawn)
    1	21	-1	4.5	-7	14	0	17
CC(=O)Nc1ccc(N2N=C(C)C(N=Nc3ccccc3)C2=O)cc1 (stereo not drawn)
    0.84	-10	13	2.0	37	3	-16	-8
COc1ccc(C(=O)N/N=C/c2cccnc2)cc1
    0.95	2	9	-1.5	14	1	-1	3
COCCN(C(=O)CSc1nncn1-c1ccccc1)c1c(N)n(Cc2ccccc2)c(=O)[nH]c1=O
    1	-2	-4	0.3	14	2	2	0
Cc1ccc(N(CC(=O)Nc2ccccc2C(=O)NCc2ccco2)S(=O)(=O)c2ccccc2)cc1C
    0.91	9	-15	-2.4	-68	1	-1	-10

Next section, overlapping the part above by two compounds.
Results follow in this order: hIAP act	PfG6PD inh	ATG4B inh	MPTP block	SENP8 inh	SENP1 inh	NR3A LBD binder	SENP6 inh
COCCN(C(=O)CSc1nncn1-c1ccccc1)c1c(N)n(Cc2ccccc2)c(=O)[nH]c1=O
    1	-2	-4	0.3	14	2	2	0
Cc1ccc(N(CC(=O)Nc2ccccc2C(=O)NCc2ccco2)S(=O)(=O)c2ccccc2)cc1C
    0.91	9	-15	-2.4	-68	1	-1	-10
CCCn1c(SCC(=O)Nc2cccc(C(=O)OCC)c2)nnc1-c1ccoc1C
    1.1	15	-4	-0.9	15	-1	6	-13
O=C(Nc1nnc(S(=O)(=O)N2CCCCCC2)s1)c1cccc(Br)c1
    1.1	88*	3	80*	-125	-6	-1	75*
O=C(COC(=O)C1CCN(/C=C/C(=O)C(F)(F)F)CC1)Nc1ccccc1
    1	0	2	0.0	22	3	-7	6
CCn1c(C)nc2cc(C(=O)N/N=C/c3cccc(O)c3O)ccc21
    2.6*	-10	12	0.3	1	4	0	-18
Cc1ccc2c(c1)nnn2C1CCN(S(=O)(=O)c2ccc(C(=O)N3CC(C)CC(C)C3)cc2)CC1 (stereo not drawn)
    0.99	-6	59*	56*	1	0	-1	-14
C=CCNC(=O)c1cccc2c1C(=O)c1ccc(N3CCOCC3)cc1S2(=O)=O
    0.87	-1	-7	-0.9	7	80*	0	-9
O=c1cc(CCl)nc(Cc2c(Cl)cccc2Cl)[nH]1
    1.2	-8	4	5.2	8	0	-2	-10
Cc1cc(C(=O)Nc2nc(-c3ccccn3)cs2)ccc1[N+](=O)[O-]
    1	16	-3	-2.0	23	3	-13	-19
O=C(CSc1nc2ccccc2n1CC(=O)NCc1ccccc1)NCc1ccco1
    1	-1	2	-0.8	3	2	0	3
Cc1ccc(C(=O)Cc2ccccc2)cc1
    ·	-11	6	0.7	12	1	1	·
CCc1cccc(NC(=O)C2CCCN(S(=O)(=O)c3cccs3)C2)c1 (stereo not drawn)
    1	33	-15	1.3	2	-2	-7	-14
CCCCOCCCNC(=O)CN1C(=O)c2ccccc2C1=O
    1.1	4	-1	-0.7	12	1	-1	-27
Cc1cc(OCC(=O)O/N=C(\N)c2ccccc2)cc(C)c1Cl
    1	12	31	1.6	17	-1	-10	-18
COc1cc(C2C(C(N)=O)=C(C)Nc3nc(CCCO)nn32)cc(OC)c1OC (stereo not drawn)
    1	2	-4	-0.7	4	0	-1	1
Cc1cc(/C=C(\C#N)C(=O)O)c(C)n1CC1CCCO1 (stereo not drawn)
    1.1	-23	1	-0.3	-34	-1	-1	-8
C/C(=N\NC(=O)c1ccccc1O)c1ccc(NC(=O)Cc2ccccc2)cc1
    1.3	-20	2	-0.2	-128	1	-7	-20
COc1cccc(-n2c(C)cc(/C=C3/C(=N)N4C(=NC3=O)SN=C4S(C)(=O)=O)c2C)c1
    0.98	-31	20	12	-253	-49	-2	-3
O=C(CCSc1nnc(-c2ccncc2)o1)Nc1ccccc1Cl
    0.99	-12	-7	-0.1	19	-3	0	-14
CNC(=O)c1cc(C(=O)c2ccccc2Br)c[nH]1
    1.1	14	4	0.0	26	3	3	-17
CCC(Sc1ncccc1C(=O)OCCN1CCCC1=O)C(=O)NCc1ccco1 (stereo not drawn)
    0.88	7	0	-1.8	14	-3	0	-12
O=C(NCCc1ccc(S(=O)(=O)N2CCCC2)cc1)c1cccs1
    1	-8	-3	-4.1	15	-1	0	-12
COCCN(C)C(=O)CCc1nnc(Cc2ccc(-c3ccccc3)cc2)o1
    1.2	-23	1	1.4	28	3	-2	-18
COc1ccc(CCC(=O)NCCCNC(=O)CCc2ccc(OC)cc2)cc1
    0.92	-6	3	-0.8	13	2	-1	-13
COc1ccc(-c2csc(C3=C(O)CN(Cc4ccc(S(N)(=O)=O)cc4)C3=N)n2)cc1OC
    1.2	4	-9	-0.7	13	-3	-1	-7
CCCC(=O)Nc1cc(C)c(NC(=O)C23CC4CC(CC(C4)C2)C3)cn1
    1.1	-12	-7	0.8	-5	1	0	-15
CCOC(=O)CC1=NN(c2ccccc2)C(=O)C1
    1.2	2	-6	1.5	17	0	-1	-20
Oc1ccccc1-c1ccn[nH]1
    1.2	9	-9	0.0	4	2	-1	10
CCOc1ccccc1OCCCC(=O)Nc1ccc(S(=O)(=O)Nc2cc(C)nc(C)n2)cc1
    ·	-16	-7	-0.7	3	-1	1	·
O=C(NNC(=O)c1ccccc1Br)c1ccc(Cl)c(Cl)c1
    1.2	-1	-6	1.3	17	-1	0	2
COc1ccc(Cn2ccnc2SCC(=O)Nc2ccccc2F)cc1
    1.1	10	-2	-2.3	-1	2	2	0
O=C(Nc1cccc(-n2cnnn2)c1)c1ccncc1
    1.4	10	-3	-1.0	8	1	1	11
CN(C)NC(=S)Nc1ccc(S(=O)(=O)N2CCCCC2)cc1
    1.2	0	-9	-0.1	16	0	-1	-6
CCOC(=O)C1CCCN(C(=O)C2CCN(S(=O)(=O)N3CCC4(CC3)OCCO4)CC2)C1 (stereo not drawn)
    1.1	-8	-3	0.1	-5	0	1	-5
CCOC(=O)c1ccc(NC(=O)C(CC)CC)cc1
    1.1	3	-9	-0.3	18	-1	1	-1
CCN1/C(=c2/s/c(=C3/C(=O)N(c4ccccc4)N=C3C)n(CC)c2=O)C=Cc2ccccc21
    0.95	-7	2	4.1	31	0	0	-20
O=C(NCC1CCCO1)c1ccc(Oc2ccc([N+](=O)[O-])cc2)cc1 (stereo not drawn)
    1.1	-9	5	2.2	29	-1	2	-18
CSc1nc(C)cc(SCC(=O)Nc2ccc(Cl)cc2Cl)n1
    0.9	10	-17	4.5	4	-1	-2	-13
Cn1c(=O)[nH]c(=O)c2c1nc(CN1CCN(c3ccc(F)cc3)CC1)n2CCN1CCOCC1
    1.3	-9	5	0.5	24	4	-2	6
Nc1ccc2c(c1)C(=O)N(CC1CCCO1)C2=O (stereo not drawn)
    1.2	-6	-3	0.7	-22	62*	1	-3
O=C(Oc1ccc(=O)n(-c2ccccc2)n1)c1ccc(F)cc1
    0.9	-17	6	0.6	12	4	-1	11
Cc1ccc(-c2nnc(SCC(=O)Nc3sc(C)c(C)c3C#N)n2C)cc1
    1.1	-6	5	-0.5	15	-3	2	-13
COc1ccc(NC(=O)N2CCCC2C(=O)Nc2ccc(C)cc2C)cc1 (stereo not drawn)
    0.96	2	-2	-2.1	11	-2	-1	-4
Cc1nnc2ccc(N3CCN(c4cccc(C(F)(F)F)c4)CC3)nn12
    1	8	-8	-1.3	5	-1	1	-14
CC(C)Oc1ccc(/C(O)=C2/C(=O)C(=O)N(Cc3cccnc3)C2c2ccco2)cc1 (stereo not drawn)
    0.9	-36	-3	1.9	-31	-10	-6	-6
CC(C)(C)OC(=O)N[C@@H](C(=O)OC(C)(C)C)c1ccccc1
    0.89	1	6	1.1	14	-1	2	-14
CCN(c1ccccc1)S(=O)(=O)c1ccc2[nH]c(=O)[nH]c2c1
    1.1	3	6	1.0	3	4	-6	-1
CCN(CC)S(=O)(=O)c1ccc(NC(=O)COC(=O)c2cnc(C)cn2)cc1
    0.96	23	-9	-0.2	-4	-3	-1	3

Entries listed so far that have an aryl thioether with sulfur outside any ring (8):
Results follow in this order: hIAP act	PfG6PD inh	ATG4B inh	MPTP block	SENP8 inh	SENP1 inh	NR3A LBD binder	SENP6 inh
COCCN(C(=O)CSc1nncn1-c1ccccc1)c1c(N)n(Cc2ccccc2)c(=O)[nH]c1=O
    1	-2	-4	0.3	14	2	2	0
CCCn1c(SCC(=O)Nc2cccc(C(=O)OCC)c2)nnc1-c1ccoc1C
    1.1	15	-4	-0.9	15	-1	6	-13
O=C(CSc1nc2ccccc2n1CC(=O)NCc1ccccc1)NCc1ccco1
    1	-1	2	-0.8	3	2	0	3
O=C(CCSc1nnc(-c2ccncc2)o1)Nc1ccccc1Cl
    0.99	-12	-7	-0.1	19	-3	0	-14
CCC(Sc1ncccc1C(=O)OCCN1CCCC1=O)C(=O)NCc1ccco1 (stereo not drawn)
    0.88	7	0	-1.8	14	-3	0	-12
COc1ccc(Cn2ccnc2SCC(=O)Nc2ccccc2F)cc1
    1.1	10	-2	-2.3	-1	2	2	0
CSc1nc(C)cc(SCC(=O)Nc2ccc(Cl)cc2Cl)n1
    0.9	10	-17	4.5	4	-1	-2	-13
Cc1ccc(-c2nnc(SCC(=O)Nc3sc(C)c(C)c3C#N)n2C)cc1
    1.1	-6	5	-0.5	15	-3	2	-13

Compound activity (PubChem BioAssay)
